Assay outcomes: PubChem BioAssay, National Center for Advancing Translational Sciences (NCATS)
SW480 rerep – DNA re-replication induction in SW480 cells | SW480 DNA re-replication, Hoechst DNA content imaging, 48 h | Potency, µM (series often up to 46.1 µM), without a hit: at the top dose re-replication activation, actives largely listed as activators | 340,000 compounds, 1.8% hits | AID 624297; also: potency is read from the fitted curve at half-maximal effect; % of control where 0% means no effect; nearly all actives have a fitted effect of over 55% in size
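SW480 cells exposed to compounds for 48 hr at 37 C, 5% CO2, then Hoechst-stained 40 min. Nuclear DNA content imaged by fluorescence scanning (405 nm excitation, 500-530 nm emission); re-replication scored as increased high-intensity nuclei.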
ATXN2 expr inh – inhibitors of ATXN2 expression. Potency, µM (series often up to 57 µM), for inactives: at the top dose activity change, negative = inhibition, most hits filed as inhibitors. 360,000 compounds, 0.72% hits. HEK-293 ATXN2-luciferase reporter, luminescence, 24 h; also: potency is read from the fitted curve at half-maximal effect; % is scaled to controls: 0 for no effect and ±100 for the full control effect; nearly all actives have a fitted effect of over 55% in size
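qHTS (up to 57 uM final) was run with 24 h compound exposure of reporter cells at 37 °C. Each well was multiplexed: SteadyGlo luminescence measured ATXN2-luciferase expression after a fluorogenic Gly-Phe-AFC viability readout (25 uM final).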
IL1B secr inh – inflammasome signaling inhibition, IL-1 beta readout | 360,000 compounds, 4.7% hits | THP-1 LPS/ATP IL-1B secretion, AlphaLISA, 16 h; hits give low values | activity change, % at 57.5 µM; in the data active = activity change below about -50%; inconclusive = mostly about -30% to -49%; also: % is scaled to controls: 0 for no effect and ±100 for the full control effect
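THP-1 cells pretreated 1 hr with compounds (up to 57.5 uM final), then stimulated with LPS (250 ng/mL final) plus ATP (1.25 mM final); secreted IL-1B measured by AlphaLISA after 16 hr, decreased signal indicating inhibition.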
HT1080-NT tox – kills 2HG-producing HT-1080-NT fibrosarcoma cells | HT-1080-NT fibrosarcoma viability, CellTiter-Glo ATP luminescence, 48 h | Potency, µM (series often up to 46.1 µM), for inactives: at the top dose activity, negative = less viability, actives largely listed as cytotoxic | 360,000 compounds, 1.6% hits | AID 686970;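 also: NT is the 2HG producing partner of a matched IDH1 knockdown line; potency is read from the fitted curve at half-maximal effect; 0% = DMSO-treated cells and -100% = media-only wells without cells; nearly all actives have a fitted effect of over 55% in size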
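Viability of the 2HG-overproducing fibrosarcoma line after 48 hours of compound exposure at 37 degrees C was determined by luminescence with CellTiter-Glo, and concentration-effect curves were then fitted and categorized.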
KB-3-1 cytotox – kills parental KB-3-1 adenocarcinoma cells | KB-3-1 viability, CellTiter-Glo ATP luminescence, 72 h | Potency, µM (series often up to 46.1 µM), without a hit: at the top dose activity change, negative = cytotoxic, hits mostly cytotoxic | 400,000 compounds, 1.4% hits | AID 1347075; also: potency is read from the fitted curve at half-maximal effect; % is scaled to controls: 0 for no effect and ±100 for the full control effect; nearly all actives have a fitted effect of over 60% in size
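Parental KB-3-1 viability, qHTS format: 72 h compound exposure, 37 °C; CellTiter-Glo; media-only wells and DMSO plates as controls; concentration-effect fits on corrected data.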
KB-V1 cytotox – KB-V1 MDR subline cytotoxicity; KB-V1 MDR cells viability, CellTiter-Glo, 72 h; Potency, µM (series often up to 46.1 µM), inactives show at the highest dose activity change, negative = cytotoxicity, usual class: cytotoxic; 400,000 compounds, 3.4% hits; AID 1347076; also: potency is read from the fitted curve at half-maximal effect; % is scaled to controls: 0 for no effect and ±100 for the full control effect; nearly all actives have a fitted effect of over 60% in size
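Luminescent ATP read-out (CellTiter-Glo, 10 min) measures survival of drug-selected KB-V1 MDR cells after 72 h, 37 degrees C compound exposure. Medium: phenol-red-free DMEM, 10% FBS. Values from fitted concentration-response curves.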
MCF10A rereplic – DNA re-replication induction in MCF 10a cells | MCF 10A DNA re-replication, Hoechst nuclear intensity, 48 h | Potency, µM (doses to about 46.1 µM), for the others: at the highest dose activity, positive = re-replication, usual class: activators | 350,000 compounds, 2.9% hits | AID 624296; also: potency is read from the fitted curve at half-maximal effect; % of control where 0% means no effect; nearly all actives have a fitted effect of over 50% in size
HT1080 IDH1KD tx – toxicity to HT-1080 IDH1 knockdown cells (counter line); HT-1080 IDH1 knockdown viability, ATP luminescence, 48 h; Potency, µM (doses to about 46.1 µM), inactives show at the top dose activity, negative = toxicity, actives largely listed as cytotoxic; 360,000 compounds, 2% hits; AID 686971;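 also: potency is read from the fitted curve at half-maximal effect; 0% = DMSO wells and -100% = cell-free medium wells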
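Using the IDH1-knockdown HT-1080 line run in the same batch and compound series as the NT line, viability after 48 h at 37 °C was determined by CellTiter-Glo luminescence and expressed as % activity.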
ATXN viability – reduces viability in counter-screen for ATXN expression inhibitors; S2 cells (HEK-293 line with an ATXN2-luciferase reporter) viability, CellTiter-Fluor protease fluorescence, 24 h; Potency, µM (titrated, usually from 56.7 µM), most hits filed as cytotoxic; 400,000 compounds, 0.49% hits; also: potency is read from the fitted curve at half-maximal effect; nearly all actives have a fitted effect of over 40% in size
The depositor's hits bear a star; i = inactive; ? = inconclusive; / = no result given; & = joins results of further samples; [ ] = another dose, or the depositor's remark. Unless noted, calls follow the shape of the dose curve; as a rule, active = well fitted curve in the direction sought with a large enough effect; inconclusive = small, poorly fitted or top-dose-only effect, or another doubt; inactive = no such curve, though single readings can be large; an effect the other way counts as inactive or inconclusive. Compounds as they come; 11% or so of the library scored in one or more.

| SMILES | MCF10A rereplic | KB-3-1 cytotox | ATXN2 expr inh | HT1080 IDH1KD tx | KB-V1 cytotox | HT1080-NT tox | ATXN viability | SW480 rerep | IL1B secr inh |
| --- | --- | --- | --- | --- | --- | --- | --- | --- | --- |
| O=S(=O)(Cc1ccc(Cl)cc1)C1CCCCC1O (configuration not stated) | 4% | 3% | -7% | 9% | 25% | 7% | i | 1% | 38 |
| O=C(Oc1ccc(C(=S)N2CCOCC2)cc1Br)c1ccccc1F | -85%[inhibitor] | 4% | -2% | 9% | -12% | 4% | i | -2% | 17 |
| CC(C)(Oc1ccc(Cl)cc1)C(=O)Nc1ccncc1 | -3% | -16% | -21% | -12% | -9% | -4% | i | -1% | 5 |
| CCCOC(=O)c1c(-c2ccc(C)cc2C)csc1NC(=O)C1C2CCC(O2)C1C(=O)O (configuration not stated) | 28% | -6% | 2% | 24% | ? | 0% | i | -5% | -6 |
| NC(=S)N1OC[C@@H]2COc3ccc4ccccc4c3[C@@H]21 | ? | ? | 14µM* | ? | ? | ? | i | ? | -93* |
| CCN1CCN(c2ncnc3c2sc2nc(N4CCOCC4)c4c(c23)CCC4)CC1 | -5% | 3% | 6% | 13% | 18% | 6% | i | -8% | 45 |
| O=C(Cn1c(=O)n(Cc2ccco2)c(=O)c2ccccc21)Nc1cccc(F)c1 | / | -1% | -1% | / | -4% | / | i | / | / |
| CCc1cc(-c2[nH]ncc2-c2nc3ccccc3n2C)c(O)cc1O | 19% | 0% | / | -4% | 7% | -5% | i | 26% | -10 |
| Cc1ccc(NC(=O)CCn2nc(C)cc2C)cc1 | 5% | 3% | 43%[activator] | 2% | -3% | 17% | i | -11% | 13 |
| CCOc1ccc(C(=O)Nc2cccc(-c3ccc4nncn4n3)c2)cc1 | 6% | -3% | 6% | -13% | -13% | 0% | i | -3% | 0 |
| C/C(=N\Nc1nncc2ccccc12)c1cccc(OC(F)F)c1 | 0% | -21% | -9% | ? | -35% | -29% | i | -4% | -13 |
| Cc1ccc2nc(N3CCN(C(=O)CCCC(=O)O)CC3)nc(-c3ccccc3)c2c1 | ? | 0% | / | 0% | -23% | -3% | / | 3% | 10 |
| O=C(CNC(=S)N(Cc1ccccc1F)C1CCCCC1)NCC1CCCO1 (configuration not stated) | 1% | -27% | -30% | 1% | ? | -3% | i | 28% | -68* |
| N#CCCN(C(=O)c1cc2c(s1)-c1ccccc1S(=O)(=O)C2)c1ccccc1 | 2% | -2% | -2% | 4% | -15% | 16% | i | 16% | -13 |
| O=[N+]([O-])c1ccccc1S(=O)(=O)Nc1cccc(S(=O)(=O)N2CCCC2)c1 | -8% | -1% | -2% | -3% | 6% | -1% | i | -11% | 44 |
| CC(C)OCCCNC(=O)Cn1ccc2cc(S(=O)(=O)N3CCCCCC3)ccc21 | 3% | -10%&-1% | -16%&-18% | 0% | -15%&1% | -4% | i | 12% | 44 |
| O=C(O)c1nn(CCSc2ccccc2F)c(=O)c2ccccc12 | 3% | -26% | 67%[activator] | -20% | 6% | -13% | i | -16% | 32 |
| CCOC(=O)COc1ccc(C2C(C(=O)OC)=C(C)NC3=C2C(=O)c2ccccc23)cc1Cl (configuration not stated) | / | -14% | ? | / | -14% | / | ? | / | / |
| CCc1cccc2c(C(=O)COC(=O)c3cccc(S(=O)(=O)N(C)C4CCCCC4)c3)c[nH]c12 | 0% | 16% | -5% | 7% | 6% | 13% | ? | / | 0 |
| O=C(c1cc(C(=O)N2CCCC2)cc([N+](=O)[O-])c1)N1CCCC1 | -9% | 10% | 1% | 1% | -4% | 0% | i | -9% | 5 |
| Nn1c(Cc2cccc3ccccc23)nnc1SCc1ccc(Cl)c(Cl)c1 | ? | -8% | -22% | ? | -11% | ? | ? | ? | -72* |
| Cc1cccc(CCNC(=O)CCc2c(C)nc3ncnn3c2C)c1 | 0% | 11%&12% | 8%&2% | 7% | 6%&1% | 10% | i | -15% | -17 |
| CC(C)CC(=O)NCCCCc1ccccc1 | -2% | 3% | 4% | 14% | -32% | -2% | i | -1% | -9 |
| Cc1ccc(Cl)cc1N(CC(=O)Nc1cccc(N(C)S(C)(=O)=O)c1)S(C)(=O)=O | -3% | -21% | -20% | ? | -4% | ? | i | 3% | 27 |
| Cc1cc(NC(=O)c2ccc3c(c2)OCCO3)ccc1NC(=O)c1cc2ccccc2o1 | 14% | ? | ? | ? | -8% | ? | i | 22% | 84 |
| O=C(CN1C(=O)NC2(CCCc3ccccc32)C1=O)N1CCN(c2cccc(C(F)(F)F)c2)CC1 (configuration not stated) | -4% | 8% | -8% | -4% | -4% | 2% | i | -7% | 16 |
| Cc1ccc(C)c(CS(=O)(=O)c2cn(CC(=O)N3CCC(C)CC3)c3ccccc23)c1 | 11% | 2% | ? | 0% | 0% | 5% | ? | -1% | -18 |
| O=C(CS(=O)(=O)c1ccccc1)Nc1ccccc1Br | -2% | 9% | 39%[activator] | 10% | 23% | 20% | i | 1% | -28 |
| COc1ccc(S(=O)(=O)N2CCCC(C(=O)NCCC(C)C)C2)cc1 (configuration not stated) | 10% | 2% | -13%[11.3 µM] | -15% | -10% | 4% | i | -6% | -3 |
| COC(=O)CSCC(=O)Nc1nnc(-c2ccccc2C)s1 | -1% | -1% | / | 2% | 3% | 2% | ? | 8% | 12 |

Continuation:
| SMILES | MCF10A rereplic | KB-3-1 cytotox | ATXN2 expr inh | HT1080 IDH1KD tx | KB-V1 cytotox | HT1080-NT tox | ATXN viability | SW480 rerep | IL1B secr inh |
| --- | --- | --- | --- | --- | --- | --- | --- | --- | --- |
| CC(=O)Nc1nonc1C(=O)N1CCC(C)CC1 | 2% | 0% | 1% | -11% | 6% | 9%[9.24 µM] | i | -9% | -1 |
| O=C(Nc1ccc2c(c1)OCO2)c1ccccc1 | -3% | -5% | -9% | -18% | -12% | -21% | i | -9% | 0 |
| COc1ccc(Nc2ncc(C(=O)N3CCN(c4ccc(OC)cc4)CC3)c3ccccc23)cc1 | / | -5% | ? | / | ? | / | ? | / | / |
| CCc1cc(CNC(=O)CC2C(=O)NCCN2Cc2ccc(-c3ccccc3)cc2)on1 (configuration not stated) | 8% | 2% | -24% | -4% | 8% | -17% | / | 7% | 11 |
| COc1ccc2c(c1)cc1c(=O)n(CC(=O)NCCc3ccccc3)nc(C)n12 | / | 3% | 3% | / | 23% | / | i | / | / |
| CCN1CCCC1CNC(=O)c1cc(NC(C)=O)c(N(C)C)cc1OC (configuration not stated) | 1% | 0% | 1% | 21% | 2% | -1% | i | -3% | 7 |
| O=C(NNS(=O)(=O)c1ccccc1)c1sccc1-n1cccc1 | -1% | -3% | 9% | 22% | 13% | 13% | i | -21% | -13 |
| COc1ccc(C)cc1N(C)C(=O)c1coc(=O)c2ccccc12 | 1% | 5% | 3% | 4% | -3% | 0% | i | 0% | 11 |
| O=S(=O)(/C=C/c1ccccc1)n1cnc2ccccc21 | 13% | 12% | -2% | 22% | 20% | 14% | i | -9% | 13 |
| CCc1ccc(OCC(=O)Nc2ccc(-c3nc4ncccc4o3)cc2)cc1 | / | -5% | 5% | / | 11% | / | i | / | / |
| COc1ccc(CCN(C)CC(=O)Nc2c(C)cc(C)cc2C)cc1OC | -1% | 0% | -7% | -3% | -11% | -1% | i | -14% | -5 |
| CC1(c2ccc(Cl)cc2)NC(=O)N(CC(=O)NCc2cccs2)C1=O (configuration not stated) | 13% | -2% | / | 10% | 12% | 0% | i | 3% | 10 |
| C=CCSc1nc2ccccc2n1C(=O)/C=C/c1cc(OC)c(OC)c(OC)c1 | 3.3µM* | 3% | 10µM* | 2.2µM* | ? | 5µM* | 3.5µM* | ? | -104* |
| C=CC[C@H](CC(=O)OC(C)(C)C)C(=O)OC[C@@H]1CCCN1C(=O)[C@H](CC=C)CC(=O)N[C@H](CO)Cc1ccccc1 | -1% | -21% | -30% | -2% | -20% | 0% | ? | 1% | -29 |
| O=S1(=O)NC[C@]23C[C@H](c4ccc(F)cc4)[C@@H](C[C@@H]21)O3 | 9% | 2% | 2% | 8% | 13% | 6% | i | -3% | 26 |
| COc1cccc(N2CCN(Cc3nc(N)nc(Nc4ccccc4)n3)CC2)c1 | 12% | 4% | -6% | 4% | -16% | 2% | ? | 11% | -11 |
| CN1C(=O)[C@H]2[C@@H](C3CC3)N3C(=O)CN(CC4CC4)C(=O)[C@@]3(C)[C@H]2C1=O | 10% | 2% | 9% | -1% | -4% | -1% | i | -3% | 10 |
| CN1CCN(C(=S)Nc2cccc(C(F)(F)F)c2)CC1 | -3% | 0% | -7% | -1% | 22% | 0% | i | -5% | -6 |
| O=C(O)[C@H]1CCC(=O)N1Cc1ccco1 | -2% | 6% | -3% | 15% | 20% | 19% | i | -6% | 22 |
| CCCOC(=O)c1c(NC(=O)C2C3C=CC(C3)C2C(=O)O)sc2c1CCC(C)C2 (configuration not stated) | 8% | 0% | / | -10% | -22% | -3% | i | -33%[inhibitor] | 0 |
| C/C(CC(=O)NC(C)C)=N\NC(=O)C(c1ccccc1)c1ccccc1 | -7% | -8% | -4% | 8% | 4% | 6% | i | -5% | -2 |
| CCN(CC)CCN(C(=O)c1ccc(S(=O)(=O)N(C)C2CCCCC2)cc1)c1nc2ccc(OC)cc2s1 | 0% | 22% | 4% | 3% | 26% | 6% | i | ? | -77* |
| CCOc1ccc(NC(=O)CN(C)C(=O)Cn2c(=O)cnc3ccccc32)cc1OCC | 11% | 1% | / | 5% | 15% | 5% | ? | -2% | 19 |
